From PubChem
IAP activation = mouse intestinal phosphatase enzyme activation – biochemical, luminescence, single concentration, confirmation (AID 434970). purified mouse IAP, CDP-Star luminescence, 30 min; hits give low values. activity change, negative = activation, % at 10 µM. 2.9% of 11,000 active; in the data active means activity change below about -85%;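 further: percent relative to enzyme plus DMSO wells and wells without enzyme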
IAP activation Fold change = second read-out of IAP activation, no call of its own (marks repeat the call); activation factor; measured here: IAP activation factor; hits give high values;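 fold luminescence change scaled to plate control wells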
Active calls of the source: *.

#	SMILES	IAP activation	IAP activation Fold change
1	O=C(NCC1CCCO1)c1ccccc1 (configuration not stated)	6	0.94
2	Cc1cc(C)nc(SCc2nnc(SCC(=O)Nc3ncc(C)s3)n2Cc2ccco2)n1	-6	1.1
3	O=C(c1ccc(F)cc1)N1CCN(Cc2ccccc2Br)CC1	2	0.98
4	CCOc1[nH]n(-c2ccc(Cl)cc2)c(=O)c1C=Nc1ccc(OC)cc1	7	0.93
5	CCOC(=O)N1CC=C2C(C#N)=C(N)C(C#N)(C#N)[C@H](c3cccs3)C2C1 (some centres not stated)	15	0.85
6	CCn1c(NCc2ccc(N(C)C)cc2)nc2ccccc21	-11	1.1
7	CC(C)(C)NC(=O)C(c1ccc(-c2ccccc2)cc1)N(C[C@H]1CC[C@@H]([C@@H]2CC[C@H](CO)O2)O1)C(=O)c1ccc2ccccc2c1 (some centres not stated)	2	0.98
8	COc1ccc(/C=C/C(O)=C2/C(=O)N(C)C3(C)CC2c2ccccc2O3)cc1 (configuration not stated)	10	0.9
9	CCCCN1C(=O)C(CC(=O)NCC)SC1=Nc1ccccc1 (configuration not stated)	1	0.99
10	CCOc1cc(/C=N/NC(N)=S)cc(Br)c1OCc1ccccc1C	-2	1
11	CC(C)CCC1CC(CSC(=N)N)OC1=O (configuration not stated)	-2	1
12	C=CCNc1ncnc2ccc(Br)cc12	0	1
13	COC(=O)[C@@]1(Cc2ccccc2)[C@H]2C(=O)N(C)C(=O)[C@H]2[C@H]2CN=C(SCc3ccccc3)N21	-2	1
14	Cc1ccc(C)c(NC2=NCC(=O)N2C2CCCCC2)c1	-3	1
15	COc1ccc(C)cc1NC(=O)CN(Cc1nnc(-c2ccc(Cl)cc2)o1)C1CCCC1	2	0.98
16	Cc1cc2cc(CNC(=S)NCc3ccccc3)ccc2n1C	-20	1.2
17	CCC(=O)N1c2ccc(S(=O)(=O)N(CCO)Cc3ccccc3)cc2CC1C (configuration not stated)	6	0.94
18	CC[C@]12c3[nH]c4cc(CCC(=O)N(C)C)ccc4c3CCN1C(=O)[C@@H](CC(=O)NCc1cccc(C(F)(F)F)c1)C[C@@H]2C(=O)N1CCN(C(=O)C2CC2)CC1	-10	1.1
19	O=C(CSc1nnc(-c2ccc(Br)o2)n1Cc1ccccc1)c1ccccc1F	10	0.9
20	COc1ccc(C2N(c3ccccn3)C(=O)C3CCCN32)c(OC)c1 (configuration not stated)	10	0.9
21	CCCn1c(=O)[nH]c(=O)c2c1nc(-c1ccc3c(c1)OCCO3)n2CCN1CCOCC1	-3	1
22	CCn1nnnc1SCC(=O)c1cccc(OC)c1	4	0.96
23	Oc1ccc(Nc2nc(NCC3CCCO3)c3ccccc3n2)cc1 (configuration not stated)	3	0.97
24	COc1ccc2[nH]c3c(c2c1)CCN1C(=O)C(CC(=O)NCCN2CCOCC2)C[C@H](C(=O)N2CCCCC2)[C@@]31C (some centres not stated)	-1	1
25	CCOC(=O)CSc1nc(-c2ccc(OC)cc2)ns1	0	1
26	O=C(CSc1ccsc1[N+](=O)[O-])NCCc1ccc(Cl)cc1	-2	1
27	COc1c(C(=O)N2CCCC2)ccc2ccccc12	9	0.91
28	COc1ccc(CC(=O)N[C@@H]2c3ccccc3CC[C@@H]2OCc2ccccc2)cc1	-19	1.2
29	Nc1nc(CN2CCCCCC2)nc(Nc2ccccc2)n1	-12	1.1
30	Cc1ccc(N2C(=O)c3ccc(N)cc3C2=O)cc1C	-4	1
31	O=C1c2ccccc2[C@@H]2C[C@@H](O)[C@H](Nc3ccccc3)CCN12	-12	1.1
32	CC1CC(NC(=O)Cc2ccc(Br)cc2)CC(C)(C)C1 (configuration not stated)	-21	1.2
33	C#CCOCCOCCOCCNc1nc(N2CCN(C(=O)CCCCCCCCCCNC(=O)[C@H](CCCCN)n3cc(CCCC(=O)O)nn3)CC2)nc(N2CCN(C(=O)CCCCCCCCCCNC(=O)[C@H](CCCN=C(N)N)n3cc(C[C@@H](C)CC)nn3)CC2)n1	-167*	2.7*
34	O=C(CSc1nnc2ccccn12)c1ccc(OC(F)F)cc1OC(F)F	10	0.9
35	CC(C)NS(=O)(=O)c1ccc(CCC(=O)N2CCOCC2)cc1	-2	1
36	Cc1ccccc1NC(=S)NCCC(c1ccccc1)c1ccccc1	-96*	2*
37	Cc1cc(C)c2c(c1)SC1=NC(c3ccccc3)(C(F)(F)F)NC(=O)N12 (configuration not stated)	-6	1.1
38	O=C(Nc1ccc(Nc2ccccc2)cc1)C1CC1	7	0.93
39	C=C1c2cccc(C(F)(F)F)c2O[C@H](C(=O)OCC)[C@H]1OC	8	0.92
40	Cn1c(CSc2nc3ccccc3n2C)nc2ccccc21	6	0.94
41	N#C/C(=C(/O)COC(=O)CCCNC(=O)c1ccc(Cl)cc1)c1nc2ccccc2[nH]1	22	0.78
42	O=C(CSc1nnc(NC(=O)C2CCC2)s1)Nc1ccc(N2CCOCC2)cc1	3	0.97
43	CC(=O)Nc1ccc(Nc2nc(C)nc3c2oc2ccccc23)cc1	-1	1
44	C[C@@H]1CN([C@@H](C)CO)C(=O)Cc2cc(NC(=O)Nc3cccc4ccccc34)ccc2O[C@@H]1CN(C)S(C)(=O)=O	-46	1.5
45	Cc1cc(=O)n(C)c(=O)n1CCCCCOc1cccc([N+](=O)[O-])c1	7	0.93
46	O=C(NCC1CCCO1)C1CCCN1C(=O)NC1CCCCC1 (configuration not stated)	-4	1
47	COc1ccc(OC)c(/C(O)=C/C(=O)C(=O)Nc2cc(C)cc(C)c2)c1	0	1
48	CCNC(=S)N1CCC(NC(=O)C2CCCCC2)CC1	-1	1
49	C=CCc1ccccc1OCCn1ccnc1	-1	1
50	CCOC(=O)C1CCN(CCC(=O)Nc2ccccc2Cl)CC1	0	1
51	Cc1cccc(N2CC(C(=O)O)CC2=O)c1 (configuration not stated)	2	0.98
52	CC1N(O)C(C)(C)C(c2ccccc2)=[N+]1[O-] (configuration not stated)	-8	1.1
53	CN(C)C(=O)CCc1ccc2c3c([nH]c2c1)[C@]1(C)[C@@H](C(=O)N2CCOCC2)C[C@H](CC(=O)NCCCn2ccnc2)C(=O)N1CC3	4	0.96
54	CC1CCC(C(=O)NC(C(=O)NCc2ccccn2)C(C)C)CC1 (configuration not stated)	6	0.94
55	CC(=O)N1CCc2cc(S(=O)(=O)NC(C(=O)Nc3ccc4c(c3)OCCO4)C(C)C)ccc21 (configuration not stated)	0	0.99
56	O=C(Cc1ccc(S(=O)(=O)N2CCCC2)s1)Nc1nc2c(s1)CCCC2	16	0.84
57	Cn1nnc(NC(=O)c2cccc(F)c2)n1	0	1
58	CCOC(=O)c1ccc(NC(=S)NCCc2ccccc2F)cc1	-30	1.3
59	CN(C)S(=O)(=O)Oc1cccc(C(=O)Nc2ccc(Cl)c(Cl)c2)c1	5	0.95
60	COc1cccc(CNC(=O)CCNS(=O)(=O)c2cccs2)c1	-1	1

Quoted from above: nos. 31–46
#	SMILES	IAP activation	IAP activation Fold change
31	O=C1c2ccccc2[C@@H]2C[C@@H](O)[C@H](Nc3ccccc3)CCN12	-12	1.1
32	CC1CC(NC(=O)Cc2ccc(Br)cc2)CC(C)(C)C1 (configuration not stated)	-21	1.2
33	C#CCOCCOCCOCCNc1nc(N2CCN(C(=O)CCCCCCCCCCNC(=O)[C@H](CCCCN)n3cc(CCCC(=O)O)nn3)CC2)nc(N2CCN(C(=O)CCCCCCCCCCNC(=O)[C@H](CCCN=C(N)N)n3cc(C[C@@H](C)CC)nn3)CC2)n1	-167*	2.7*
34	O=C(CSc1nnc2ccccn12)c1ccc(OC(F)F)cc1OC(F)F	10	0.9
35	CC(C)NS(=O)(=O)c1ccc(CCC(=O)N2CCOCC2)cc1	-2	1
36	Cc1ccccc1NC(=S)NCCC(c1ccccc1)c1ccccc1	-96*	2*
37	Cc1cc(C)c2c(c1)SC1=NC(c3ccccc3)(C(F)(F)F)NC(=O)N12 (configuration not stated)	-6	1.1
38	O=C(Nc1ccc(Nc2ccccc2)cc1)C1CC1	7	0.93
39	C=C1c2cccc(C(F)(F)F)c2O[C@H](C(=O)OCC)[C@H]1OC	8	0.92
40	Cn1c(CSc2nc3ccccc3n2C)nc2ccccc21	6	0.94
41	N#C/C(=C(/O)COC(=O)CCCNC(=O)c1ccc(Cl)cc1)c1nc2ccccc2[nH]1	22	0.78
42	O=C(CSc1nnc(NC(=O)C2CCC2)s1)Nc1ccc(N2CCOCC2)cc1	3	0.97
43	CC(=O)Nc1ccc(Nc2nc(C)nc3c2oc2ccccc23)cc1	-1	1
44	C[C@@H]1CN([C@@H](C)CO)C(=O)Cc2cc(NC(=O)Nc3cccc4ccccc34)ccc2O[C@@H]1CN(C)S(C)(=O)=O	-46	1.5
45	Cc1cc(=O)n(C)c(=O)n1CCCCCOc1cccc([N+](=O)[O-])c1	7	0.93
46	O=C(NCC1CCCO1)C1CCCN1C(=O)NC1CCCCC1 (configuration not stated)	-4	1

Later entries.
#	SMILES	IAP activation	IAP activation Fold change
61	COc1cccc(CNC(=O)C2=C(C)C(=O)OC23CCC(C)CC3)c1 (configuration not stated)	7	0.93
62	O=C(COC(=O)C1CCN(S(=O)(=O)c2cccs2)CC1)c1cc2ccccc2o1	-4	1
63	O=C(c1cc2ccccc2oc1=O)N(Cc1ccccc1)CC1CCCO1 (configuration not stated)	7	0.93
64	CCOC(=O)C1=CN(Cc2ccco2)S(=O)(=O)N(C)C1c1ccccc1 (configuration not stated)	-2	1
65	CCOC(=O)C1CCN(C(=O)CSc2ccc(Cl)cc2)CC1	5	0.95
66	c1ccc(Cc2nnc(-c3ccccc3)o2)cc1	-17	1.2
67	CCCn1c(SCC(=O)NC2CCCCC2C)n[nH]c1=O (configuration not stated)	8	0.92
68	Cc1cc(C)c2nc(N3CCCC(C(=O)NCCCN4CCOCC4)C3)sc2c1 (configuration not stated)	-12	1.1
69	Cc1cc(C(F)F)nn1CC(=O)N1CCSCC1	2	0.98
70	O=C1OCCN1C(=O)[C@H]1[C@H](c2ccccc2)C(c2cccc(Cl)c2)=NN1c1ccccc1	-1	1
71	Cc1ccccc1NC(=O)Cc1cn(C)c2ccccc12	1	0.99
72	O=C1CC(c2c[nH]c3ccccc23)C(=O)N1 (configuration not stated)	6	0.94
73	COc1ccc(C(=O)c2ccc(OC)c(OC)c2)cc1OC	-6	1.1
74	CCOc1ccc(N2CC(C(=O)Nc3cccc(C)c3C)CC2=O)cc1 (configuration not stated)	-3	1
75	Cc1cccc(C)c1N1C(=O)CC(N(O)c2ccccc2)C1=O (configuration not stated)	9	0.91
76	CCOC(=O)Cc1c(C)nc2c(C#N)c(C)nn2c1C	4	0.96
77	CCOC(=O)c1cc2c(=O)n3ccccc3nc2n(CCOC)c1=NC(=O)C(C)(C)C	4	0.96
78	Cc1cccc(N2CCN(S(C)(=O)=O)CC2)c1C	2	0.98
79	COc1cccc(Nc2ncccc2C(=O)Nc2ccccc2)c1	1	0.99
80	COc1cc2c3c(c1OC)C1(C=CC(=NO)C=C1)CC3N(C(C)=O)CC2 (configuration not stated)	-12	1.1
81	O=C(NCCc1ccccc1)c1cc(-c2ccccc2)c(N2CCOCC2)s1	-46	1.5
82	COc1ccc(NC(=O)C2CCCN2c2ccc(OC)c(OC)c2)cc1OC (configuration not stated)	-14	1.1
83	COc1ccc(NC(=O)Nc2ccccc2)cc1S(=O)(=O)N1CCCCC1	-187*	2.9*
84	COc1cc(OC)c(C2N(c3cc(C)on3)C(=O)C3CCCN32)cc1OC (configuration not stated)	-2	1
85	O=C(NNC(=S)Nc1ccc(OC(F)F)cc1)c1cc2c(s1)CCCC2	-2	1
86	CCOC(=O)c1cnc2c(C)cccc2c1NCCc1ccc(OC)c(OC)c1	9	0.91
87	Cc1cccc2cc(C#N)c(SCCN3CCCCC3)nc12	6	0.94
88	CC1=NN(C(=O)Cc2ccc(C)cc2)C(O)(c2cccnc2)C1 (configuration not stated)	5	0.95
89	CC1(c2cc([N+](=O)[O-])cc([N+](=O)[O-])c2)CC(C)(C)N(C(=O)c2ccccc2)c2ccccc21 (configuration not stated)	7	0.93
90	C=CCNC(=O)CN(c1ccc(OC)cc1OC)S(C)(=O)=O	-2	1
91	O=C1/C(=C/c2ccco2)SC(=S)N1CC1CCCO1 (configuration not stated)	54	0.46
92	O=C(N/N=C/c1ccc([N+](=O)[O-])o1)c1ccc(NS(=O)(=O)c2cccs2)cc1	59	0.41
93	COc1ccc(CCNC(=O)CN2CCC(C(N)=O)CC2)cc1	2	0.98
94	O=C(COc1ccc(CO)cc1Cl)Nc1ccc(F)cc1	-4	1
95	CCN1C(=O)[C@H]2[C@H]3CN=C(SCc4ccccc4)N3[C@@](CC)(C(=O)OC)[C@H]2C1=O	-2	1
96	CCc1cccc2c1NC(=O)[C@]21[C@@H]2C(=O)N(Cc3ccccc3)C(=O)[C@@H]2[C@@H]2CCCN21	0	1
97	CCCCn1c(N)c(N(CCC(C)C)C(=O)COC(=O)c2ccco2)c(=O)[nH]c1=O	4	0.96
98	O=C(CN1C(=O)C2CC=CCC2C1=O)NC1CCCc2ccccc21 (configuration not stated)	-11	1.1
99	CN(C)c1ccc(NC(=S)N(CCc2ccccc2)C2CC(=O)N(c3c(Cl)cccc3Cl)C2=O)cc1 (configuration not stated)	-57	1.6
100	CSCCC(NC(=O)OC(C)(C)C)C(=O)Oc1ccc2c(=O)c(-c3ccc4c(c3)OCCO4)coc2c1 (configuration not stated)	-14	1.1
101	Nc1ncnc2c1ncn2[C@@H]1O[C@H](CNC(=O)[C@@H](N)COCc2ccccc2)[C@@H](O)[C@H]1O	11	0.89

An excerpt from above in order of the IAP activation value, falling.
#	SMILES	IAP activation
101	Nc1ncnc2c1ncn2[C@@H]1O[C@H](CNC(=O)[C@@H](N)COCc2ccccc2)[C@@H](O)[C@H]1O	11
97	CCCCn1c(N)c(N(CCC(C)C)C(=O)COC(=O)c2ccco2)c(=O)[nH]c1=O	4
95	CCN1C(=O)[C@H]2[C@H]3CN=C(SCc4ccccc4)N3[C@@](CC)(C(=O)OC)[C@H]2C1=O	-2

This is a subset; count on the stated rates, not on these rows.
